AMA1 RON2 block: disrupts binding of P. falciparum AMA1 to RON2. AlphaScreen AMA1-biotinylated RON2 peptide binding. Potency, µM (top dose mostly 58.2 µM), inactives show at the highest dose activity change, negative = inhibition, most hits filed as inhibitors. 0.2% of 360,000 active. AID 720542;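 note: potency is the fitted concentration of half-maximal effect; 0% = vehicle wells and -100% = peptide control; nearly all actives have a fitted effect of over 45% in size; some results filed as inactive show a strong effect at the top dose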
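AMA1 (3D7) with his tag at 25 nM final met compounds first, then biotinylated RON2 peptide at 25 nM; detection used donor plus acceptor beads, 10 µg/mL apiece, read by AlphaScreen after 30 min at room temperature.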
TbPYK inhibitor: blocks Trypanosoma brucei pyruvate kinase; Q57TT1; TbPYK enzyme, Kinase-Glo Plus ATP luminescence, 45 min; Potency, µM (series often up to 76.8 µM), without a hit: top-dose activity, negative = inhibition, usual class: inhibitors; 0.12% of 410,000 active; AID 624173; note: potency is the fitted concentration of half-maximal effect; nearly all actives have a fitted effect of over 50% in size
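TbPYK + substrate in 50 mM TEA pH 7.2, 100 mM KCl, 10 mM MgCl2, 0.05% BSA, 0.01% Tween-20; cpd pinned; ADP 130 uM final; 45 min RT; Kinase-Glo Plus 10 min; luminescence endpoint.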
AmpC detergent: AmpC beta-lactamase inhibition with detergent present. P00811. AmpC hydrolysis of nitrocefin, absorbance 480 nm, 0.01% Triton. AID 485294. 0.041% of 370,000 active. Potency, µM (highest dose often 114 µM), without a hit: at the highest dose activity change, negative = inhibition, actives largely listed as inhibitors;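 note: potency is the fitted concentration of half-maximal effect; 0% = no-compound wells and -100% = no-enzyme wells; nearly all actives have a fitted effect of over 25% in size; some results filed as inactive show a strong effect at the top dose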
Target sequence (P00811 whole entry, looked up): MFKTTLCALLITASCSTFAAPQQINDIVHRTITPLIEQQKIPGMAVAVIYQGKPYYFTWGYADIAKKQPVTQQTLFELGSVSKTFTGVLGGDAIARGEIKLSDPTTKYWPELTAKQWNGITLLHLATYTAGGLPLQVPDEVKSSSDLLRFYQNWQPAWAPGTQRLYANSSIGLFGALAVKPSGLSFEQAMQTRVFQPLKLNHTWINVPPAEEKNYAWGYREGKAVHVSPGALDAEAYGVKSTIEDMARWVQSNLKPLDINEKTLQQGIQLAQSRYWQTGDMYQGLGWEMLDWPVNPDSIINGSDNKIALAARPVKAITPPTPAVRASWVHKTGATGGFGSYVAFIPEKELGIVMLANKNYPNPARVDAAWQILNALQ
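20 mM phosphate pH 7.0 + 0.01% (detergent screen) or 0.0001% Triton X-100; 5.3 nM AmpC reagent; cpd preinc 15 min RT; nitrocefin (800 uM stock) to start; A480 q20 s × 4 min; Activity was normalised to no-enzyme and no-compound control wells.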
Sm TGR inh: inhibitors of Schistosoma mansoni thioredoxin glutathione reductase | 3% of 360,000 active | purified TGR, DTNB reduction, TNB absorbance 405 nm | Potency, µM (highest dose often 114 µM), for the others: at the highest dose activity change, negative = inhibition, most hits filed as inhibitors | Q962Y6; note: potency is the fitted concentration of half-maximal effect; nearly all actives have a fitted effect of over 60% in size
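First, TGR (20 nM dispensed) and NADPH were mixed with compound. Second, a 15 min room-temperature incubation followed. Third, further NADPH and then DTNB were added to start the reaction. Finally, TNB absorbance was monitored kinetically.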
HCMV antiviral: human cytomegalovirus inhibition; AID 1259415; activity change, negative = inhibition, % at 57.5 µM; HFF cells, HCMV-luciferase reporter, 72 h; stronger effect = lower value; 4.5% of 410,000 active; in the data active = activity change below about -60%; inconclusive = no clear call, values can overlap the other calls; inactive = above about -39%
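Inhibition of viral replication was scored as loss of reporter luminescence in HFFs infected with HCMV-luciferase (MOI 1 PFU/cell) for 72 h; compounds tested at 2 doses, normalized to buffer and Salinomycin controls.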
AmpC inh no detg: inhibitors of E. coli AmpC beta-lactamase without detergent; P00811; AmpC nitrocefin hydrolysis, absorbance 480 nm, 0.0001% Triton; Potency, µM (top dose mostly 57.1 µM), without a hit: top-dose activity change, negative = inhibition, most hits filed as inhibitors; 0.52% of 330,000 active; AID 485341;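 note: potency is the fitted concentration of half-maximal effect; plate controls were no compound for no effect and no enzyme for full effect; nearly all actives have a fitted effect of over 20% in size; some results filed as inactive show a strong effect at the top dose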
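20 mM phosphate pH 7.0 + 0.01% (detergent screen) or 0.0001% Triton X-100; 5.3 nM AmpC reagent; cpd preinc 15 min RT; nitrocefin (800 uM stock) to start; A480 q20 s × 4 min; Activity was normalised to no-enzyme and no-compound control wells.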
LmPK inh: LmPK (Leishmania mexicana) enzyme inhibition | purified LmPK, Kinase-Glo ATP luminescence, 1 h | 0.37% of 290,000 active | Potency, µM (top dose mostly 57.5 µM), without a hit: at the top dose activity change, negative = inhibition, actives largely listed as inhibitors; note: potency is the fitted concentration of half-maximal effect
Target sequence (Q27686 whole entry, looked up): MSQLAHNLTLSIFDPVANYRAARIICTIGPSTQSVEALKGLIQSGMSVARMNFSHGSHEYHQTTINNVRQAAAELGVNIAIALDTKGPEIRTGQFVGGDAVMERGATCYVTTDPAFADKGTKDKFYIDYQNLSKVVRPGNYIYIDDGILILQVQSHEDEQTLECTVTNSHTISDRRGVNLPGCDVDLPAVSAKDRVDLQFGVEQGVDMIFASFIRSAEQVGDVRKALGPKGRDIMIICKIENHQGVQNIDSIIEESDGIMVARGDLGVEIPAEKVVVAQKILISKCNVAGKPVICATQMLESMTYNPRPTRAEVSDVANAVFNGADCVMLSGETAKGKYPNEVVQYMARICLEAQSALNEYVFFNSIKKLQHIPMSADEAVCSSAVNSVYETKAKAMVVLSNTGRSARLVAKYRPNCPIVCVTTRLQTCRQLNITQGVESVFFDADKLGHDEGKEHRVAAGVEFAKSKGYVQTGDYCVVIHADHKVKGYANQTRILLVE
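In 50 mM imidazole pH 7.2 with 7 mM MgCl2, LmPK (0.1 nM) turned over PEP (0.5 mM) and ADP (0.1 mM) for 1 h at room temperature. Luciferase read-out of ATP.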
Numbers without * were called inactive; ? = inconclusive; . = not tested or not shown; & = joins results of further samples; [ ] = dose if it differs, or a comment. Unless noted, calls come from the whole dose curve; as a rule, active = well fitted curve in the direction sought with a large enough effect; inconclusive = small, poorly fitted or top-dose-only effect, or another doubt; inactive = no such curve, though single readings can be large; an effect the other way counts as inactive or inconclusive. Unless noted, % is set by controls: 0 for no effect and ±100 for the full control effect.

SMILES | AMA1 RON2 block | TbPYK inhibitor | AmpC detergent | Sm TGR inh | HCMV antiviral | AmpC inh no detg | LmPK inh
O=C1c2ccccc2C(Nc2ccc(F)c(Cl)c2)N1c1ccccn1 (stereo not given) | -1% | -4% | -16% | -22% | 31 | -22% | 0%
O=c1c2ccccc2nc(-c2ccc(Cl)cc2Cl)n1-c1ccncc1 | -11% | 2% | 3% | 10% | ? | -15% | 0%
C/C(=N\NC(=O)c1nnn(-c2nonc2N)c1CSc1ccccc1)c1ccc2c(c1)OCO2 | -4% | -4% | -7% | 1% | -22 | -15% | -1%
C(#CCN1CCOCC1)COC(c1ccccc1)c1ccccc1 | -10% | -4% | ? | -23% | -6 | 101%[activator] | 0%
COc1ccc(N2CCN(C3C(=O)c4ccccc4N3C(C)=O)CC2)cc1 (stereo not given) | . | 4%[15.4 µM] | -2% | -5% | 0 | . | .
COc1cc(OC)cc(C(=O)N[C@H](C(=O)NCCc2ccc(S(N)(=O)=O)cc2)C(C)C)c1 | -13% | 0% | -2% | -12% | 19 | -1% | -4%
Cc1cccc(CSc2ncc(CO)n2Cc2ccc(F)cc2)c1 | . | -1% | 9% | -1% | -38 | . | .
CC(NC(=O)N(Cc1ccccc1)Cc1ccc2c(c1)OCO2)(C(F)(F)F)C(F)(F)F | 7% | -7% | ? | 15% | 7 | -12% | 2%
COc1ccc2c(c1)C1(C)CCN(C)CC(C1)C2O (stereo not given) | 57%[activator] | -10% | . | . | -19 | . | .
CC(NC(=O)NC(=O)c1ccc(F)cc1)C1CC1 (stereo not given) | -3% | -10% | . | . | 53 | -23% | .
Cc1nc2ccccc2cc1C(=O)NCc1ccccc1 | 6% | -3% | . | . | -31 | . | .
C[C@@H]1COC(=O)[C@H](Cc2ccc(F)cc2)C/C=C\C[C@@H](CC(=O)NCCO)C(=O)N1 | 5% | -3% | . | . | -28 | -8% | .
Cc1cc2sc(C(=O)O)c(C)c2s1 | 5% | 2% | ? | -3% | -11 | -18% | 0%
COc1ccc(/C=N/n2cc(-c3ccccc3)nc2N)cc1 | 11% | 5% | 2% | -18% | . | -42% | -2%
c1ccc2[nH]c(SCC3CCCCO3)nc2c1 (stereo not given) | -2% | -3% | 6% | 13% | -14 | -17% | -4%
CCc1ccc(C(=O)/C=C/NCc2ccc(F)cc2)cc1 | 5% | -4% | ? | -2% | -13 | -47% | 2%
CC1Cc2nc(SCC(=O)NCc3ccco3)n(-c3ccccc3)c(=O)c2S1 (stereo not given) | -3% | -2% | -8% | -24% | 26 | -24% | 1%
COc1cccc(CN(C)C[C@@H]2OCc3cnnn3CCCC(=O)N([C@@H](C)CO)C[C@H]2C)c1 | 0% | -3% | . | . | -28 | . | .
CCN=C1SC(CC(=O)Nc2ccc3c(c2)OCO3)C(=O)N1CC (stereo not given) | -1% | -10% | -6% | . | -32 | -2% | 4%
CCOC(=O)c1c(C)[nH]c(C(=O)COC(=O)c2ccncc2)c1C | 6% | 5% | -10% | -7% | 18 | 4% | -4%
COc1ccc(N(C)C(=O)CCS(=O)(=O)c2cccc3nonc23)cc1 | 1% | -1% | -4% | ? | -3 | . | 0%
Cc1ccc(/C=C(\C#N)c2nc(-c3cc4c(ccc5ccccc54)oc3=O)cs2)cc1 | . | 1% | -6% | -11% | 9 | . | .
Cc1cccc2nc(COc3ccc(Cl)c4cccnc34)cn12 | -5% | 2% | 6% | 1% | -80* | 4% | -1%
Nn1c(Nc2ccccc2)nc2ccccc21 | 2% | -6% | -15% | 4% | -18 | -21% | ?
CC1CCN(C(=O)C2CCC(CNS(=O)(=O)c3cccc4cccnc34)CC2)CC1 (stereo not given) | . | . | ? | 2% | -20 | 74%[activator] | 3%
CCC(Sc1nc2ncccc2[nH]1)C(=O)Nc1cccc(OC)c1 (stereo not given) | . | 1% | 9% | -2% | 9 | . | .
CN1CCCNc2nc3ccccc3nc21 | -9% | 4% | -1% | 0% | 6 | -16% | 2%
Clc1ccccc1/C=N/NC1=Nc2cccc3cccc1c23 | -3% | 2% | -5% | -2% | 29 | ? | -6%
Cc1ccc(N(C(=O)c2csnn2)C(C(=O)NC2CCCCC2)c2ccccn2)cc1C (stereo not given) | 13% | -3% | -10% | -4% | ? | 20% | 0%
Cc1ncc([N+](=O)[O-])n1CCOC(=O)c1ccc(Br)cc1 | 0% | -2% | 2% | . | ? | 26% | 2%

Single records, as listed above. Order of screens: AMA1 RON2 block, TbPYK inhibitor, AmpC detergent, Sm TGR inh, HCMV antiviral, AmpC inh no detg, LmPK inh
Cc1ncc([N+](=O)[O-])n1CCOC(=O)c1ccc(Br)cc1 in the list: 0%, -2%, 2%, ., ?, 26%, 2%
CCc1ccc(C(=O)/C=C/NCc2ccc(F)cc2)cc1 in the list: 5%, -4%, ?, -2%, -13, -47%, 2%

More records
SMILES | AMA1 RON2 block | TbPYK inhibitor | AmpC detergent | Sm TGR inh | HCMV antiviral | AmpC inh no detg | LmPK inh
CC(C)(C)c1ccc(C(=O)Nc2ccc(S(N)(=O)=O)cc2)cc1 | 10% | -17% | -9% | -3% | -37 | -36% | 2%
CN1c2ccc(Cl)cc2C(=O)NC1C1CC=CCC1 (stereo not given) | 25% | 0% | 3% | 0% | 1 | -18% | -1%
O=c1[nH]ncn1-c1ccccc1 | 5% | -1% | -7% | -1% | ? | -5% | -8%
O=C(Nc1nncs1)Oc1ccccc1 | 1% | 0% | 5% | 0% | 16 | 1% | -8%
CCOC(=O)CCN(C(=S)Nc1ccccc1)C1CCCCC1 | 8% | -1% | . | . | 129 | . | .
Cc1cc(C)n2nc(C(=O)OCC(=O)Nc3ccc(C)c(S(=O)(=O)N(C)C)c3)nc2n1 | -4%[11.6 µM] | 3% | ? | -13% | -29 | -7% | .
C=CCn1cnc2scc(-c3ccc(CC)cc3)c2c1=O | -2% | -4% | 1% | 0% | 22 | . | 8%
O=C(N/N=C/c1ccc2c(c1)OCO2)c1cc(-c2ccccc2Cl)nc2ccccc12 | 2% | -9% | -3% | 5% | 17 | -19% | -1%
O=C(Nc1ccc(Br)cc1)c1cc(-c2ccncc2)nc2ccccc12 | -7% | 1% | . | . | -37 | 2% | .
CC(=O)c1cccc(NS(=O)(=O)N2CCCCC2)c1 | 19% | 9% | -5% | 0% | 16 | -3% | -2%
O=C(Oc1ccccc1C(=O)N1CCOCC1)c1ccccc1 | 6% | -18% | -2% | -7% | -10 | -9% | 0%
CC(=O)c1ccccc1N(C(=O)Cn1nnc2ccccc21)C(C(=O)NCC1CCCO1)c1ccc(N2CCOCC2)cc1 (stereo not given) | -1% | 2% | 2% | 2% | 10 | 97%[activator] | 0%
COc1ccc(C(=O)Nc2nc3cc4c(cc3s2)OCO4)c(OC)c1 | -1% | 3% | -7% | 19% | 86 | 9% | 0%
O=C(N/N=C/c1sc2ccccc2c1O)c1ccccc1 | 44%[activator] | -2% | -1% | -20% | . | -19% | -4%
COc1ccc(-c2nc3ccccn3c2CN2CCN(c3ccccc3F)CC2)cc1 | -11% | -2% | -3% | 17% | -61* | 27% | 1%
CCN1CCN(C(=O)/C=C/c2ccc(C(C)C)cc2)CC1 | 10% | -5% | . | . | 2 | . | .
CCOc1ccccc1N(CC)C(=O)c1cc2c(=O)[nH]c3ccc(C)cc3c2s1 | . | 0% | 16% | 4% | -4 | . | .
Cc1sc2ncn(CC(=O)NCCN(C)C)c(=O)c2c1S(=O)(=O)N1CCC(C)CC1 | -3% | -8% | ? | 2% | ? | -18% | 1%
CCN1C(=O)/C(=C2/Sc3ccccc3N2CCCS(=O)(=O)O)SC1=S | -4%&-27% | -2%&-2% | 3%&0% | 3%&-3% | 15&-7 | -11%&-27% | 1%&7%
Cc1csc2nc3ccccc3c(=O)n12 | 11% | 1% | ? | 0% | -23 | -13% | 1%
CCOC(=O)c1ccccc1NC(=O)CSc1cccc[n+]1[O-] | -2% | -2% | ? | 0% | 12 | 15% | -6%
O/N=C\c1cccn1-c1nccs1 | -9% | -1% | -12% | 9% | -27 | -7% | 7%
CCOc1ccc2ccccc2c1/C=N/NC(=O)c1c(C)cc(C)[nH]c1=O | 2% | -2% | . | . | -32 | . | .
C=CCSc1nnc(NC(=O)C2CSC3(C)CCC(=O)N23)s1 (stereo not given) | 5% | 1% | -5% | -14% | -15 | -13% | .
CCC(=O)N(CCc1ccc(S(N)(=O)=O)cc1)C1CC(=O)N(c2ccc(OC)cc2)C1=O (stereo not given) | -11% | -18% | 10% | -20% | -26 | -9% | 7%
COc1cc(/C=C2/C(=O)NN(c3ccc(Cl)cc3)C2=O)ccc1OC(=O)c1ccco1 | -10% | -20% | ? | ? | 156 | -5% | 1%
COc1ccccc1-c1nc2c(c(SCc3ccc(F)cc3Cl)n1)Cc1c(CO)cnc(C)c1O2 | . | 3% | -6% | 0% | 6 | . | .
COc1ccc(CNC(=O)CNC(=O)c2ccc(C(C)(C)C)cc2)cc1OC | 0% | 2% | 1% | -1% | -20 | 34% | 0%
CCCCCCOC(=O)C1=C(C)NC(=O)NC1c1ccc2c(c1)OCO2 (stereo not given) | -12% | 2% | 1% | 0% | -35 | -13% | 1%
CC(=O)N1CCN(C(=O)COC(=O)/C=C/c2ccccc2[N+](=O)[O-])CC1 | -7% | 4% | . | . | 45 | -1% | .

Limited to TbPYK inhibitor and LmPK inh, for 3 of the compounds above:
| mol | TbPYK inhibitor | LmPK inh |
| --- | --- | --- |
| CCOc1ccc2ccccc2c1/C=N/NC(=O)c1c(C)cc(C)[nH]c1=O | -2% | . |
| Cc1sc2ncn(CC(=O)NCCN(C)C)c(=O)c2c1S(=O)(=O)N1CCC(C)CC1 | -8% | 1% |
| CCOc1ccccc1N(CC)C(=O)c1cc2c(=O)[nH]c3ccc(C)cc3c2s1 | 0% | . |

Next results:
SMILES | AMA1 RON2 block | TbPYK inhibitor | AmpC detergent | Sm TGR inh | HCMV antiviral | AmpC inh no detg | LmPK inh
O=C(CCSc1ccc(Cl)cc1)NC1CCCC1 | -5% | -5% | ? | 1% | 15 | -14% | -4%
COc1cccc(-c2ccc(C#N)c(SCC(=O)NCCc3ccc(Cl)cc3)n2)c1 | -1% | -1% | -3% | 7% | -10 | -23% | 3%
COc1ccc(Br)cc1S(=O)(=O)NCc1ccccc1 | 0% | -6% | -8% | -8% | -15 | -9% | 0%
COc1cccc(-n2c(=O)c3c(C)c(C(=O)N(C)C)sc3n(CC(=O)Nc3ccc(C)cc3Cl)c2=O)c1 | . | -10% | -5% | -1% | 13 | . | .
CCn1c(C)nc2cc(C(=O)N/N=C/c3ccccc3)ccc21 | -2% | -2% | 0% | 13% | 56 | -16% | -1%

Screening data deposited in PubChem BioAssay by National Center for Advancing Translational Sciences (NCATS).
